# GDH-TPI inh: inhibits GDH-TPI coupling enzymes, artifact for Mtb FBA screen; GDH-TPI coupled enzyme counterscreen, NADH absorbance; inhibition, % at 4.8 µM; 1.2% of 360,000 active; in the data active means inhibition above about 30%;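 further: 0% = DMSO wells and 100% = wells lacking the enzyme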
# BH1578 lux ind: induces V. cholerae light production without autoinducers | V. cholerae BH1578 lux reporter, luminescence, 6 h | AID 588436 | activation, % at 18.7 µM | 0.16% of 350,000 active; in the data active means activation mostly above about 9.7%, no sharp cut-off; further: not every result past the cut was called active; inactives centre near 0; reference of the scale not given here
# MazEF act: increases E. coli MazEF RNase cleavage of RNA; 0.32% of 350,000 active; P0AE70; AID 504720; FAM/BHQ RNA-DNA oligo cleavage fluorescence, 5 h; activation, % at 20 µM; in the data active means activation above about 50%
# Target sequence (P0AE70 whole entry, looked up): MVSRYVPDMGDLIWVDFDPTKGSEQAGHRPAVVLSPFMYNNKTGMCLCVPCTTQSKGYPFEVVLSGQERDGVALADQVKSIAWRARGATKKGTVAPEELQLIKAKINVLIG
# PriA SSB inh: blocks PriA binding to SSB C-terminal tail; AlphaScreen SSBct-PriA binding, biotinylated peptide; inhibition, % at 33 µM; 0.6% of 430,000 active; AID 1272365; in the data active means inhibition mostly above about 37%, no sharp cut-off; inactive means mostly below about 20%;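 further: plate controls were negative control peptide for no effect and reference peptide for full effect; strong numbers were not always called active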
# Rv3671c protease: inhibitors of M. tuberculosis serine protease Rv3671c; inhibition, % at 5.96 µM; 0.048% of 320,000 active; in the data active means inhibition above about 38%;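 further: extracellular domain of Rv3671c used as enzyme; 0% = enzyme with DMSO and 100% = no enzyme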
# Target sequence (P9WHR9 whole entry, looked up, the tested form may be a part): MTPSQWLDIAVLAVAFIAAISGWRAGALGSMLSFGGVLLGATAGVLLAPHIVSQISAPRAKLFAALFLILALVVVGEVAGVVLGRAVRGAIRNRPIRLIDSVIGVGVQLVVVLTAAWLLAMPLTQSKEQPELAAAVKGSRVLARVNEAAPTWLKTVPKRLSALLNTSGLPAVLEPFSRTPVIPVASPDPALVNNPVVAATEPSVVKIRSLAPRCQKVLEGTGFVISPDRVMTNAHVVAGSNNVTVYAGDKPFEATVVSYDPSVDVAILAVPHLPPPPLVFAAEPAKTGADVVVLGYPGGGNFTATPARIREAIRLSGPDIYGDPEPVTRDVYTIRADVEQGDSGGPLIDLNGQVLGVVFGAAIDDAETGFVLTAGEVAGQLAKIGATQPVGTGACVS
# Mtb UGM inh: inhibitors of M. tuberculosis UDP-galactopyranose mutase; P9WIQ1; purified UGM, fluorescence polarization probe displacement; inhibition, % at 10 µM; 0.06% of 320,000 active; AID 504406; in the data active means inhibition above about 10%, passing the limit was not always enough
# SARS 3CLpro inh: SARS-CoV 3CLpro protease inhibition. 0.14% of 290,000 active. inhibition, % at 6 µM. AID 1706. recombinant SARS-CoV 3CLpro, quenched FRET peptide cleavage; in the data active means inhibition above about 12%
# FBA Mtb inh: inhibits M. tuberculosis FBA enzyme. 2.3% of 360,000 active. AID 588726. purified M. tuberculosis FBA, fluorescence read-out. inhibition, % at 1 µM; in the data active means inhibition above about 27%;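 further: 0% = vehicle and 100% = reference inhibitor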
# Target sequence (P9WQA3 whole entry, looked up): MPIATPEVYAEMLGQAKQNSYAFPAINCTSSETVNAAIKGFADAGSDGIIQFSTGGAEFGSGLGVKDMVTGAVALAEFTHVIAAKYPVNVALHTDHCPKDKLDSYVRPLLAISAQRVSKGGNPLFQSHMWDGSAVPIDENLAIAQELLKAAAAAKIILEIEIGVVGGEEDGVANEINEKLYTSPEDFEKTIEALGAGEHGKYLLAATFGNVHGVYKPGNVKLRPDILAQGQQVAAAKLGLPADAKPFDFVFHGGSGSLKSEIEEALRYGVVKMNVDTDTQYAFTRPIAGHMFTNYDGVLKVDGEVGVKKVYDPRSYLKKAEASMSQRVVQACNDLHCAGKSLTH
# VHR inh abs: inhibitors of human VHR1 phosphatase (DUSP3) | recombinant VHR phosphatase, pNPP absorbance | inhibition, % at 13.3 µM | 0.52% of 290,000 active; in the data active means inhibition above about 50%; further: some compounds called inactive have numbers as strong as hits
# Target sequence (P51452 whole entry, looked up): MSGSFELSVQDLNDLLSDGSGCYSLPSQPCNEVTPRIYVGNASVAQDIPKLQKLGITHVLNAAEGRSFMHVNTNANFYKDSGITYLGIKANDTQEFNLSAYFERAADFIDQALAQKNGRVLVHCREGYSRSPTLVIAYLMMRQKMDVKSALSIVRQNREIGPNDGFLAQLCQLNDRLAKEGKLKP
# BioA inh: BioA (M. tuberculosis) enzyme inhibition | purified M. tuberculosis BioA enzyme, plate reader | 0.096% of 360,000 active | inhibition, % at 9.99 µM; in the data active means inhibition above about 40%
# The depositor's hits bear a star; i = inactive; / = no result given; & = joins results of further samples. This is a subset; count on the stated rates, not on these rows.
SMILES,GDH-TPI inh,BH1578 lux ind,MazEF act,PriA SSB inh,Rv3671c protease,Mtb UGM inh,SARS 3CLpro inh,FBA Mtb inh,VHR inh abs,BioA inh
COc1ccc(/C=N/NC(=O)CN(c2ccc(OC)cc2)S(=O)(=O)c2ccccc2)cc1,-4.6,-0.2,9.6,/,-10.0,1.2,-1.1,0.4,-12.8,/
Cc1ccc(NS(=O)(=O)c2csc(C(N)=O)c2)c(C)c1,7.6,i,0.3,-6.0,6.4,-2.6,-5.5,-0.8,-5.4,-0.7
CCOC(=O)N1CCN(Cc2ccc3c(c2)OCO3)CC1,-5.9,i,9.3,-4.5,4.0,0.2,-2.6,-0.8,2.3,-0.6
CC(=O)OC1CC(OC2C(O)CC(OC3C(O)CC(OC4CCC5(C)C(CCC6C5CCC5(C)C(C7=CC(=O)OC7)C(O)CC65O)C4)OC3C)OC2C)OC(C)C1OC1OC(CO)C(O)C(O)C1O (centres undefined),0.5,i,-9.0,-9.2,/,/,/,3.7,/,/
CSc1ncnc2c1ncn2CCCNCCc1ccccn1,-2.4,-1.1,10.3,/,/,/,/,1.6,/,-0.5
O=C(NCCCN=C1NS(=O)(=O)c2ccccc21)c1ccc(S(=O)(=O)N2CCOCC2)cc1,4.9,-0.9,10.0,-12.3,0.3,3.5,1.3,-1.9,28.5,/
CC(C)NC(=O)C1CCN(C(=O)c2ccc(-c3ccccc3)cc2)CC1,-4.3,i,0.2,-10.4,-0.2,-0.6,1.3,-0.3,7.2,-0.4
CC(C)c1nc2ccc(C(=O)O)cc2[nH]1,4.9,-0.5,-7.6,-21.1,-5.0,0.1,-6.2,4.5,23.4,0.2
Cc1cc(C)c(NC(=O)CCN2C(=O)c3ccccc3S2(=O)=O)c(C)c1,1.8,-0.7,6.5,-4.0,-0.7,3.9,/,0.3,/,-1.7
Cc1ccc(S(=O)(=O)N2CCN(C(=O)c3c(C)nn(-c4ccccc4)c3Cl)CC2)cc1,4.8,-3.6,-1.9,-11.1,0.6,/,-1.6,-1.0,4.9,1.5
CCOc1ccc(NC(=O)CCC(=O)NNC(=O)c2ccc(Br)o2)cc1,-0.8,-0.1,-4.5,1.6,4.6,2.4,2.8,5.9,21.4,-1.2
Cc1ccc(C(=O)NCCc2ccccn2)cc1S(=O)(=O)N1CCOCC1,/,/,-2.1,-5.0,-5.5,-1.9,0.2,/,3.3,/
Cc1nn(-c2ccccc2)c(C)c1NC(=O)COC(=O)CCCOc1ccccc1,1.1,-1.6,1.3,1.6,1.4,-2.8,/,0.2,/,0.5
Cc1cccc(OCc2nnc(SCC(=O)NC3CCCCC3)n2C)c1,3.1,-0.1,-23.6,-4.0,-3.8,1.7,2.9,3.1,25.5,-1.2
C=CCn1c(Cc2ccc(OCC)cc2)nnc1SCC(N)=O,1.8,0.9,1.2,-34.3,-1.9,-2.4,2.2,5.0,-2.0,/
O=C(Nc1ccccc1N1CCCC1)C1CCN(C(=O)c2ccc(Cl)cc2)CC1,7.0,i,5.6,-2.4,1.6,-1.2,/,4.3,/,-0.3
CCCOC(=O)c1ccc(NC(=O)Oc2ccccc2)cc1,10.9,i,4.1,-11.8,-3.4,1.4,-1.6,0.1,3.3,/
COc1cc(Nc2cc(C)nc3nc(C)nn23)cc(OC)c1OC,0.0,-0.3,-4.9,-6.2,4.2,0.8,-0.1,0.0,-6.1,4.0
CCCc1nc2ccccc2c2nc(N)nn12,12.0,-2.2,0.0,-4.8,-6.6,-0.8,-5.8,10.7,-37.5,0.2
COc1ccc(C(=O)/C=C/C(=O)N(CC(=O)NC2CCCCC2)Cc2ccccc2)c(O)c1,12.3,-0.3,1.8,-10.1,/,/,-0.2,3.2,12.2,/

# Of the compounds above, 2 contain a Cl atom:
SMILES,GDH-TPI inh,BH1578 lux ind,MazEF act,PriA SSB inh,Rv3671c protease,Mtb UGM inh,SARS 3CLpro inh,FBA Mtb inh,VHR inh abs,BioA inh
Cc1ccc(S(=O)(=O)N2CCN(C(=O)c3c(C)nn(-c4ccccc4)c3Cl)CC2)cc1,4.8,-3.6,-1.9,-11.1,0.6,/,-1.6,-1.0,4.9,1.5
O=C(Nc1ccccc1N1CCCC1)C1CCN(C(=O)c2ccc(Cl)cc2)CC1,7.0,i,5.6,-2.4,1.6,-1.2,/,4.3,/,-0.3

# (cont.)
SMILES,GDH-TPI inh,BH1578 lux ind,MazEF act,PriA SSB inh,Rv3671c protease,Mtb UGM inh,SARS 3CLpro inh,FBA Mtb inh,VHR inh abs,BioA inh
CN(C)c1ccc(C=C2C(=O)OC(C)(C)OC2=O)cc1,22.0,-0.1,-146.6,-4.6,0.5,1.9,0.2,0.4,-0.1,/
CCOC(=O)c1cccc(NC(=O)c2c(NCc3ccccc3)[nH]c(=O)[nH]c2=O)c1,1.7,-2.4,7.2,-0.4,-10.0,-1.8,/,1.2,/,-2.3
COc1ccc(-c2cnc3ncnn3c2N)cc1,7.3,0.5,1.4,-11.5,-10.1,1.5,-1.2,0.2,16.6,/
CC(C(=O)O)n1c(C(F)(F)F)nc2ccccc21 (centres undefined),0.0,/,8.7,-2.9,-1.3,-0.3,-3.3,-2.0,2.0,-1.6
COc1cccc(CN2C(=O)C(C)N(C(=O)c3ccccc3)c3ccccc32)c1 (centres undefined),1.3,-0.6,-16.5,2.8,-5.0,-3.7,-3.0,-0.9,-20.5,1.0
COc1ccc(S(=O)(=O)N2CCCCCC2)cc1NC(=O)CN1C(=O)CNC1=O,2.2,3.4,1.2,-1.6,-1.6,-6.6,/,-0.4,/,-0.2
O=C(c1ccccc1F)N1CCN(c2ccc([N+](=O)[O-])c3cccnc23)CC1,9.9,i,9.6,7.5,3.9,0.3,4.5,-3.6,-5.3,/
O=C(NCc1cccnc1)/C(=C/c1ccc(-c2cccc(C(F)(F)F)c2)o1)NC(=O)c1ccccc1,32.5*,-1.4,9.1,-3.4,-3.1,-1.5,-1.1,2.0,16.7,-2.4
CCOC(=O)CNC(=O)CN1CCC(c2nc3ccccc3[nH]2)CC1,1.7,-2.1,1.6,0.5,2.0,3.5,5.5,-1.8,5.5,0.2
O=C(COC(=O)c1n[nH]c(=O)c2ccccc12)Nc1ccccc1,-2.9,-0.7,-1.5,11.7,/,/,/,-2.6,/,/
COc1ccc(C2CC(c3ccccc3)=NN2C(=O)COC(=O)c2nc3nccc(C)n3n2)cc1 (centres undefined),-3.1,0.4,8.5,3.2,-1.2,0.1,-1.2,-0.1,1.2,/
Cc1ccc(C(=O)NCCc2sc(C)nc2C)cc1,-1.2,-0.2,3.2,8.9,-2.3,0.3,-1.5,-1.5,22.7,0.7
CN(C)CCN1C(=O)c2cccc3cc([N+](=O)[O-])cc(c23)C1=O,18.1,5.6,-9.0,3.7,/,/,/,3.9,/,/
CCOc1nnc(C)c2c(C)n(-c3cccc(Cl)c3)nc12,3.8,0.5,-143.2,-17.6,3.1,-4.5,-1.8,1.5,29.6,/
CC(C)n1nnnc1SCC(=O)Nc1ccccc1N1CCOCC1,6.8,-0.3,11.9,5.0,6.1,0.4,/,-1.1,4.3,-1.0
Cn1c(SCC(=O)c2ccc3c(c2)OCO3)nnc1-c1ccccn1,10.5,-1.4,4.0,6.3,-1.3,-1.1,0.9,3.2,21.3,-0.2
CC(=O)Nc1ccc(C(=O)N/N=C/c2cccnc2)cc1,7.0,-2.7,1.0,/,4.9,0.7,-1.9,2.0,4.0,/
CCOC(=O)c1ccc(CNC(=O)C2CCC(=O)N(Cc3cccc(OC)c3)C2)o1 (centres undefined),7.7,-0.8,6.8,-1.6,-3.2,1.9,-1.0,0.1,6.5,0.0
CCSc1nc(-c2cccnc2)ccc1C#N,2.2,-0.4,7.7,-17.8,1.9,0.6,0.8,15.0,8.2,3.2
CCCCc1c(O)cc(C)[nH]c1=O,8.1,-0.3,6.4,0.8,-1.9,-1.2,-0.9,3.5,31.3,0.1
COc1ccc(-c2ccc3oc(-c4ccc(OC)cc4)c(C#CC4(O)CCCCC4)c3c2)cc1,43.5*,i,-8.4,-5.2,-37.3,2.4,/,13.6,/,0.0
CCOC(=O)COn1c(=O)c(-c2ccc(OCC)cc2)[n+]([O-])c2ccccc21,8.0,-0.5,-0.2,-1.1,-2.2,1.7,1.8,3.2,/,-0.6
CC(C)(C)c1ccc(S(=O)(=O)N2CCCCC2C(=O)NCc2ccccn2)cc1 (centres undefined),3.0,-0.4,3.7,-5.2,-1.6,-0.7,/,0.4,-27.4,-0.2
CCOC(=O)c1oc2ccc(S(=O)(=O)n3nc(-c4cc(OC)c(OC)c(OC)c4)cc3N)cc2c1C,-2.8,-1.6,0.5,6.7,-14.0,-1.7,2.9,-4.0,5.5,/
COC(=O)C1CSC(C(=O)OC)N1C(=O)Nc1ccc(Cl)c(Cl)c1 (centres undefined),-2.6,i,6.8,0.9,3.4,3.7,-3.8,0.2,27.1,-0.8
Cc1ccc2c(c1)NC(=O)C(CC(=O)NCCN(C)C)O2 (centres undefined),-3.0,i,-0.4,0.0,2.7,-0.7,-0.3,-0.5,8.2,-1.1
O=C(COC(=O)c1ccc([N+](=O)[O-])cc1)NC1CCCC1,3.2,i,-7.9,-1.4,-3.8,-2.1,1.4,4.5,-33.4,-0.8
CC(C)(C)c1ccc(-c2ncccc2O)cc1,3.1,-0.2,6.7,-5.0,-5.0,-2.2,2.9,169.5*,11.1,/
O=C(CN(C(=O)c1nsc(Cl)c1Cl)c1cccc(F)c1)NC1CCCC1,4.7,-0.2,5.0,-10.9,6.2,1.7,-0.5,0.1,21.4,0.1
Nc1cc(C(F)(F)F)ccc1C(=O)O,9.1,-0.4,/,/,11.9,-1.9,1.0,76.2*,0.9,-0.5
COc1ccc(/C=N/Nc2nc(-c3ccc(Cl)cc3)cc(C(F)(F)F)n2)c(OC)c1,-1.5,-0.1,-2.2,/,5.8,-2.3,2.8,3.7,1.5,/
Cc1noc(C)c1S(=O)(=O)Nc1ccc2c(c1)C(=O)N([C@H](C)CO)C[C@H](C)[C@@H](CN(C)C(=O)NC1CCCCC1)O2,17.9,i,1.8,-8.7,-4.8,-1.2,/,6.2,/,0.9&1.6
COc1cc(/C=N\NC(=O)CN2CCOCC2)ccc1OCC(=O)Nc1ccc(C)c(C)c1,11.3,i,-2.4,/,3.2,-1.4,-0.8,-2.8,14.4,1.3
O=[N+]([O-])[N-][n+]1cnn(Cc2ccc(Cl)cc2)c1,-4.1,i,-5.1,-17.2,6.4,-1.5,-1.2,-1.4,7.6,/
CSCc1cc(N(C)c2ccccc2)nc(-c2ccccn2)n1,-9.3,i,4.4,-3.5,5.3,-1.5,-0.3,-0.7,0.1,3.5
S=C(c1ccc(Br)cc1)N1CCN(Cc2ccccc2)CC1,4.7,-12.5,1.5,19.6,8.2,-1.6,3.6,-2.0,32.9,-0.4

# Compounds above with an aryl thioether with sulfur outside any ring, in the order listed:
SMILES,GDH-TPI inh,BH1578 lux ind,MazEF act,PriA SSB inh,Rv3671c protease,Mtb UGM inh,SARS 3CLpro inh,FBA Mtb inh,VHR inh abs,BioA inh
CSc1ncnc2c1ncn2CCCNCCc1ccccn1,-2.4,-1.1,10.3,/,/,/,/,1.6,/,-0.5
Cc1cccc(OCc2nnc(SCC(=O)NC3CCCCC3)n2C)c1,3.1,-0.1,-23.6,-4.0,-3.8,1.7,2.9,3.1,25.5,-1.2
C=CCn1c(Cc2ccc(OCC)cc2)nnc1SCC(N)=O,1.8,0.9,1.2,-34.3,-1.9,-2.4,2.2,5.0,-2.0,/
CC(C)n1nnnc1SCC(=O)Nc1ccccc1N1CCOCC1,6.8,-0.3,11.9,5.0,6.1,0.4,/,-1.1,4.3,-1.0
Cn1c(SCC(=O)c2ccc3c(c2)OCO3)nnc1-c1ccccn1,10.5,-1.4,4.0,6.3,-1.3,-1.1,0.9,3.2,21.3,-0.2
CCSc1nc(-c2cccnc2)ccc1C#N,2.2,-0.4,7.7,-17.8,1.9,0.6,0.8,15.0,8.2,3.2

# Compound activity deposited in PubChem by several laboratories.
